influenza NS1A: NS1A inhibition, H1N1 influenza, cell based functional assay (AID 504329) | NS1A functional cell-based assay, percent inhibition; higher % means a stronger effect | inhibition, % at 12.5 µM, or IC50 in µM where a hit was titrated | hit rate 0.3% among 340,000; in the data active = a potency from the dose series; inconclusive = inhibition above about 27% without an active follow-up result; also: strong numbers were not always called active
inhibitors of VEEV: inhibitors of VEEV TC-83 cytopathic effect, confirmation, Vero cells (AID 588727); Vero cells, VEEV TC-83 cytopathic effect inhibition; higher % means a stronger effect; inhibition, % at 20 µM; hits with a dose series show IC50 in µM; hit rate 0.13% among 350,000; in the data active = a potency from the dose series; inconclusive = inhibition mostly from about 14% at the one dose, without a potency; inactive = the rest, 99 in 100 with inhibition below about 12%; also: strong numbers were not always called active
H37Rv inhibition: M. tuberculosis growth inhibition, HTS (AID 449762); M. tuberculosis H37Rv growth inhibition, 7H9 media; higher % means a stronger effect; hit rate 0.59% among 330,000; one-dose inhibition, % at 25 µM; IC50 in µM for titrated hits; in the data active = a potency from the dose series; inconclusive = inhibition above about 70% without an active follow-up result;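 also: bacterial growth assessed after seven days of incubation; strong numbers were not always called active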
PhoP GFP inhibition: PhoP regulon inhibitors, Salmonella typhi PhoP promoter GFP reporter, confirmatory (AID 1850); Salmonella Typhi PhoP-promoter GFP reporter, fluorescence, 4 h; higher % means a stronger effect; one-dose inhibition, % at 50 µM; IC50 in µM for titrated hits; hit rate 0.33% among 310,000; in the data active = a potency from the dose series; inconclusive = inhibition mostly from about 25% at the one dose, without a potency; inactive = the rest, 99 in 100 with inhibition below about 19%;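 also: 0% = induced wells with vehicle and 100% = uninduced wells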
M. tuberculosis: growth inhibition of non-replicating M. tuberculosis (AID 488890) | inhibition, % at 25 µM, or IC50 in µM where a hit was titrated | Mycobacterium tuberculosis non-replicating, growth inhibition; higher % means a stronger effect | hit rate 0.39% among 320,000; in the data active = a potency from the dose series; inconclusive = inhibition mostly from about 82% at the one dose, without a potency; inactive = the rest, 99 in 100 with inhibition below about 76%;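 also: plate controls were DMSO cells for no effect and high antibiotic wells for full effect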
inhibitors of VEEV 10K pilot screen: further read-out of inhibitors of VEEV, marked with its call; inhibition, %; measured here: 10K pilot screen inhibition
* marks the source's active call; other numbers are inactive results; i = inactive; u = inconclusive; x = not tested or not shown. This is a random part of the collection; 1.5% or so of the library scored in one or more.

SMILES | influenza NS1A | inhibitors of VEEV | H37Rv inhibition | PhoP GFP inhibition | M. tuberculosis | others
COCC(=O)N1CCC(Oc2ccc(C(=O)N3C[C@@H](C)O[C@@H](C)C3)cc2)CC1 | -5% | 2.0% | 0% | -11% | -9%
COc1ccccc1CN1CC(C(=O)NCCc2ncccc2C)CCC1=O (centres undefined) | 4% | 1.1% | x | x | x
CCOc1ccc(OCCNC(=O)C(NC(=O)c2c(F)cccc2F)C(C)C)cc1 (centres undefined) | -9% | 1.6% | -12% | x | 42%
O=C1CC(N(Cc2cccs2)C(=O)Nc2ccccc2)C(=O)N1c1ccc(Cl)cc1 (centres undefined) | 1% | 9.6% | 13% | 0% | 25%
COC(=O)c1cc(NC(=O)Cn2c(=O)oc3ccccc32)cc(C(=O)OC)c1 | -6% | 2.7% | 3% | -9% | -8%
CCOc1ccc2nc(SCC(=O)c3ccc(Cl)s3)sc2c1 | -1% | 2.0% | -7% | 1% | -7%
C/C(=N\NC(=O)c1ccc(Cn2cc(Br)cn2)o1)c1ccc(NC(=O)c2ccoc2C)cc1 | -3% | 8.6% | x | x | x
CC/C(=N/O)c1cnnc(SC)n1 | 12% | i | 5% | -1% | 4% | inhibitors of VEEV 10K pilot screen=2.7
CC(NS(=O)(=O)c1ccc(F)cc1)C(c1cccs1)N1CCOCC1 (centres undefined) | -5% | 1.6% | -5% | 2% | -14%
CCCCCN(C(=O)CCC(=O)OC(C)C(=O)c1ccc(CC)cc1)c1c(N)n(CCCC)c(=O)[nH]c1=O (centres undefined) | -6% | 4.2% | x | x | x
O=C(/C=C/c1ccc(F)cc1)NCc1ccco1 | -5% | 0.1% | -2% | -2% | 75%
CCn1c(C(O)c2ccc(C)cc2)nc2ccccc21 (centres undefined) | -12% | 4.6% | 3% | -3% | 34%
COc1ccc(/C=N/NC(=O)C2CC2)c(OC)c1OC | -2% | 2.4% | 7% | 5% | 1%
O=c1[nH]c2c(oc3ccccc32)c(=O)n1Cc1ccccc1 | 1% | i | -6% | 1% | -20%
Cn1cc(S(=O)(=O)N2CCOCC2)cc1C(=O)NCc1ccc(Cl)cc1 | 3% | 0.1% | -11% | -6% | -22% | inhibitors of VEEV 10K pilot screen=0.9
COc1ccc(CC(=O)Oc2ccc(C(C)C)cc2)cc1S(=O)(=O)N1CCOCC1 | -1% | 3.0% | -1% | 6% | -10%
CC(C)CC(=O)NC1(C(F)(F)F)NC(=O)N(c2ccccc2)C1=O (centres undefined) | 7% | 0.4% | -2% | -3% | -8%
O=C(Nc1ccc2nc3n(c(=O)c2c1)CCCC3)c1cncc(Br)c1 | 2% | 11% | -4% | -4% | -26%
COCc1nnc(NC(=O)c2ccc(S(=O)(=O)N(C)c3ccccc3)cc2)o1 | -3% | 13% | 11% | 7% | x
COc1ccc([N+](=O)[O-])cc1NC(=O)Cn1ccc(C(F)(F)F)n1 | -1% | 0.5% | -7% | 6% | -9%

15 successive entries already listed, for reference:
SMILES | influenza NS1A | inhibitors of VEEV | H37Rv inhibition | PhoP GFP inhibition | M. tuberculosis | others
COCC(=O)N1CCC(Oc2ccc(C(=O)N3C[C@@H](C)O[C@@H](C)C3)cc2)CC1 | -5% | 2.0% | 0% | -11% | -9%
COc1ccccc1CN1CC(C(=O)NCCc2ncccc2C)CCC1=O (centres undefined) | 4% | 1.1% | x | x | x
CCOc1ccc(OCCNC(=O)C(NC(=O)c2c(F)cccc2F)C(C)C)cc1 (centres undefined) | -9% | 1.6% | -12% | x | 42%
O=C1CC(N(Cc2cccs2)C(=O)Nc2ccccc2)C(=O)N1c1ccc(Cl)cc1 (centres undefined) | 1% | 9.6% | 13% | 0% | 25%
COC(=O)c1cc(NC(=O)Cn2c(=O)oc3ccccc32)cc(C(=O)OC)c1 | -6% | 2.7% | 3% | -9% | -8%
CCOc1ccc2nc(SCC(=O)c3ccc(Cl)s3)sc2c1 | -1% | 2.0% | -7% | 1% | -7%
C/C(=N\NC(=O)c1ccc(Cn2cc(Br)cn2)o1)c1ccc(NC(=O)c2ccoc2C)cc1 | -3% | 8.6% | x | x | x
CC/C(=N/O)c1cnnc(SC)n1 | 12% | i | 5% | -1% | 4% | inhibitors of VEEV 10K pilot screen=2.7
CC(NS(=O)(=O)c1ccc(F)cc1)C(c1cccs1)N1CCOCC1 (centres undefined) | -5% | 1.6% | -5% | 2% | -14%
CCCCCN(C(=O)CCC(=O)OC(C)C(=O)c1ccc(CC)cc1)c1c(N)n(CCCC)c(=O)[nH]c1=O (centres undefined) | -6% | 4.2% | x | x | x
O=C(/C=C/c1ccc(F)cc1)NCc1ccco1 | -5% | 0.1% | -2% | -2% | 75%
CCn1c(C(O)c2ccc(C)cc2)nc2ccccc21 (centres undefined) | -12% | 4.6% | 3% | -3% | 34%
COc1ccc(/C=N/NC(=O)C2CC2)c(OC)c1OC | -2% | 2.4% | 7% | 5% | 1%
O=c1[nH]c2c(oc3ccccc32)c(=O)n1Cc1ccccc1 | 1% | i | -6% | 1% | -20%
Cn1cc(S(=O)(=O)N2CCOCC2)cc1C(=O)NCc1ccc(Cl)cc1 | 3% | 0.1% | -11% | -6% | -22% | inhibitors of VEEV 10K pilot screen=0.9

Returning to the listing, repeating the 2 entries before the break.
SMILES | influenza NS1A | inhibitors of VEEV | H37Rv inhibition | PhoP GFP inhibition | M. tuberculosis | others
COCc1nnc(NC(=O)c2ccc(S(=O)(=O)N(C)c3ccccc3)cc2)o1 | -3% | 13% | 11% | 7% | x
COc1ccc([N+](=O)[O-])cc1NC(=O)Cn1ccc(C(F)(F)F)n1 | -1% | 0.5% | -7% | 6% | -9%
COc1cccc(/C=C/C(=O)OCC(=O)Nc2ccc(S(=O)(=O)N3CCCC3)cc2)c1 | 28% | i | 9% | 14% | 11%
COc1cccc(CN2CCN(CC(=O)NCCc3ccccc3)CC2)c1 | 8% | 0.2% | -4% | -2% | 19%
CCOC(=O)Cn1nnnc1CN(Cc1ccc(OC)cc1)Cc1cc2cc(C)cc(C)c2[nH]c1=O | -3% | 1.2% | -8% | 0% | -1%
Cc1nc2ccccc2c(=O)n1-n1cnnc1 | -10% | 0.2% | 5% | 6% | -2%
CCC(C)(C)NC(=O)CN(C(=O)C(=O)Nc1ccc2c(c1)OCCO2)C(C)(C)CC | -9% | 3.6% | 5% | -7% | 9%
CCOC(=O)C1(CCCc2ccccc2)CCN(C2CCC2)CC1 | 0% | 5.8% | -4% | 4% | 18%
CCOC(=O)C1=C(C)N=c2s/c(=C/c3ccco3)c(=O)n2C1c1cccc(OC)c1 (centres undefined) | x | x | -3% | 7% | 16%
COc1ccc(CCNC(=O)CSCc2ccc(C)cc2)cc1OC | 0% | 1.5% | -2% | 7% | 6%
Cc1ccc(N2CC(O)Cn3c2nc2c3c(=O)[nH]c(=O)n2C)cc1 (centres undefined) | -5% | 1.5% | -2% | -1% | -3%
COCCn1c(-c2ccc(Cl)cc2)nc2oc3cc(OC)ccc3c(=O)c2c1=O | x | 13% | 31% | 5% | 16%
COc1ccc(C2c3ccc(O)cc3Oc3ncn(CCN4CCOCC4)c(=N)c32)cc1OC (centres undefined) | 2% | 1.7% | -2% | -8% | -4%
CCn1cc(CN(C)C(=O)CSc2nc(-c3ccco3)cc(C(F)(F)F)n2)c(C)n1 | 5% | 6.7% | 4% | -7% | 5%
CCC(CC)C(=O)Nc1cc(C(=O)OC)ccc1C(=O)OC | -5% | 0.6% | 2% | -3% | 19%
O=C(N/N=C/c1cc([N+](=O)[O-])ccc1O)/C(=C\c1cccs1)NC(=O)c1ccccc1 | -2% | 8.4% | 12% | -5% | 56%
CCn1ccnc1CN1CCCC(C(=O)c2ccc(OC)cc2OC)C1 (centres undefined) | -9% | i | 3% | 3% | 33%
COc1ccc(OC)c(N=Cc2c(O)c3ccccc3oc2=O)c1 | -7% | 0.2% | -8% | -13% | 62%
CCCCn1c(CCC(=O)O)nc2cc(S(=O)(=O)N(CC)CC)ccc21 | -9% | i | -15% | -16% | 35%
COc1ccc(NC(=S)NC(=O)/C=C/c2ccco2)c(OC)c1 | 5% | i | -2% | -1% | 3%
CN(Cc1cccc(Cl)c1Cl)C(=O)c1cccc(S(=O)(=O)N2CCN(Cc3ccccc3)CC2)c1 | -5% | 2.2% | -12% | -10% | 16%
Cc1cc(OC(C)C(=O)NCc2cccnc2)c2c(C)c(C)c(=O)oc2c1 (centres undefined) | 0% | i | -4% | -5% | -3%
O=C(c1ccccc1-c1ncc[nH]1)N1CCCC(Nc2ccc(F)cc2)C1 (centres undefined) | -7% | 3.0% | 1% | 7% | -14%
Cc1c2ccccc2cc(Cc2ccccc2)[n+]1C | -2% | 0.1% | -7% | -1% | 54%
Cc1ccc2c(Cl)c(C(=O)NCCCn3ccnc3)sc2c1 | -19% | 1.5% | x | -3% | u
CN(Cc1ccco1)C(=O)CCc1nc2sc3c(c2c(=O)[nH]1)CCCC3 | 17% | 1.8% | -15% | -5% | 4%
NN1C(=O)/C(=C2/Sc3ccccc3N2CCCS(=O)(=O)O)SC1=S | 3% | 0.5% | -4% | 1% | -11%
COC(=O)c1ccc(C2/C(=C(/O)c3ccc(Cl)cc3)C(=O)C(=O)N2C2CCS(=O)(=O)C2)cc1 (centres undefined) | 1% | 0.7% | 2% | 0% | 5%
COC(=O)C[C@H]1c2cc(F)cc(F)c2S(=O)(=O)N1C1CCN(Cc2ccccc2)CC1 | -10% | i | -5% | 5% | 8%
CCOC(=O)Nc1ccc(S(=O)(=O)NCCCN2CCOCC2)cc1 | -4% | i | 3% | 8% | -10%
O=C(Nc1cccc(-n2cnnn2)c1)c1ccncc1 | 4% | 2.2% | 1% | -3% | x
CCOC(=O)C1CCCN(c2nc3c(C)cccn3c(=O)c2/C=C(\C#N)C(=O)NCc2ccco2)C1 (centres undefined) | 4% | 7.5% | -6% | 7% | 2%
O=C(O)c1ccc(NC(=O)C2(c3ccccc3)CCOCC2)cc1 | -7% | 0.2% | -4% | 6% | -19%
NNCc1cccc(O)c1 | 0% | 0.2% | 0% | -13% | -5%
O=C(/C=C/c1ccc2c(c1)OCO2)Nc1nncs1 | x | 0.6% | 8% | -3% | 8%
CCNC(=S)N(CCCN(CC)CC)Cc1cc2cc3c(cc2[nH]c1=O)OCO3 | 2% | i | 2% | -8% | -3%
COc1ccccc1C(=O)Nc1cccc(NC(C)=O)c1 | 12% | 1.9% | -4% | -3% | -2%
COCCN(C(=O)C1=COCCO1)c1c(N)n(CC(C)C)c(=O)[nH]c1=O | -10% | 2.8% | -7% | x | 19%
CC(NC(=O)C(=O)N1CCCCC1)C(c1cccs1)N1CCN(c2ccccc2)CC1 (centres undefined) | 0% | 0.2% | -6% | -13% | 16%
O=C(O)c1ccc(Cl)c(S(=O)(=O)N(Cc2ccccc2)c2ccc(F)cc2)c1 | 5% | i | 0% | -7% | 0%
COc1ccc(-n2c(-c3cc(-c4ccccc4)sc3N)n[nH]c2=S)cc1 | 1% | i | 7% | 8% | -7%
CCc1ccc(N2C(=O)CC(N3CCN(c4ccccn4)CC3)C2=O)cc1 (centres undefined) | -6% | 1.2% | -9% | -3% | 21%
COc1ccc(NC(=O)c2cccnc2N2CCCCC2)cc1 | 4% | 7.7% | -2% | -3% | 34%
Cc1oc(-c2ccc(F)cc2F)nc1CN1C[C@@H]2C[C@@H](C1)c1cccc(=O)n1C2 | 2% | 0.5% | 3% | 3% | 7%
CN(C)CC1CCCCC1OC(=O)c1ccc(Cl)c(Cl)c1 (centres undefined) | 8% | i | -5% | -1% | 33%
CCc1ccccc1NC(=O)C1CCCN1C(=O)NCc1ccccc1 (centres undefined) | 10% | i | 5% | -2% | -20%
O=C(OCc1nc2ccccc2s1)c1cccs1 | 23% | 5.4% | 0% | 10% | 12%
Cc1ccccc1OCC(O)Cn1c(Br)nc2c1c(=O)[nH]c(=O)n2C (centres undefined) | -1% | 2.9% | -3% | -4% | 11%
COc1ccccc1NC(=O)Cn1cnc2c(nnn2-c2ccc(C)cc2)c1=O | -2% | 1.3% | -3% | 51% | -4%
CCCC(=O)N(Cc1cc(=O)[nH]c2ccccc12)c1ccccc1 | 0% | i | -6% | 12% | 21%
COc1ccc2nc(C)cc(N/N=C/c3ccc(F)cc3)c2c1 | 5% | i | u | -3% | 7.7µM*
O=C(CCNS(=O)(=O)c1ccc(Br)cc1)NCc1ccc(F)cc1 | -7% | 1.3% | 1% | -1% | 4%
CC(CC(=O)NC1CCCCC1)S(=O)(=O)c1ccc2c(c1)CCN2C(=O)C1CC1 (centres undefined) | 4% | i | 3% | 0% | 5%
COC(=O)Cn1c(SCc2ccccc2)nc2ccccc21 | -4% | 0.2% | 26% | 3% | 64%

Compound activity deposited in PubChem BioAssay by Southern Research Specialized Biocontainment Screening Center.
